Screening data as filed in PubChem BioAssay.
bIAP act: increases bovine intestinal alkaline phosphatase activity; purified bovine IAP, CDP-star luminescence, 30 min; hits give high values; fold of DMSO-control signal, blank-subtracted; activation factor at 20 µM; 200,000 compounds, 0.17% hits;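 active = activation factor of 2 or more at 20 µM, a signal rise over negative controls twice the positive control's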
FLuc stim CS: affects firefly luciferase, flagging false hits in luciferase stimulation screens. P08659. ATPlite luciferase biochemical, luminescence, 10 min; 0 = ATP-free wells, 1 = DMSO control. activation factor at 10 µM. 200,000 tested, under 10 active. AID 1027;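 active = luciferase activation factor, scaled between plate controls, of at least 2 with compound at 10 µM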
Target sequence (P08659 whole entry, looked up): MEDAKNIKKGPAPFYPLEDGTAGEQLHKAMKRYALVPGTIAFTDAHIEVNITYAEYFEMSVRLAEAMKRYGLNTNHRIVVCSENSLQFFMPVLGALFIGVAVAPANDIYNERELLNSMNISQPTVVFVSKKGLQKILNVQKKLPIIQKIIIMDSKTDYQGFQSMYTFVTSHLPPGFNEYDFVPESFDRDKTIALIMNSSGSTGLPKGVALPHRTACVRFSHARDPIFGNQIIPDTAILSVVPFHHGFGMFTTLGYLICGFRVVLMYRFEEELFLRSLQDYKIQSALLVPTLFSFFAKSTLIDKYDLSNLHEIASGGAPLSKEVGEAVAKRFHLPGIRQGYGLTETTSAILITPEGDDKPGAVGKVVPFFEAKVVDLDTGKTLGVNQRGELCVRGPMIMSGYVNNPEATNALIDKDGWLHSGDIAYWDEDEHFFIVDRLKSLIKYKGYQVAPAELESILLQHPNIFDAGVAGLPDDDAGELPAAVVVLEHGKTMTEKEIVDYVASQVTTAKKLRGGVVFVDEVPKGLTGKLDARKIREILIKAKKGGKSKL
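Material: luciferase plus luciferin reagent, cell-free. Medium: PBS buffer for ATP. Also added: ATP substrate, dispensed from a 10.24 µM working solution in PBS. Doses: test compounds dosed from 2 mM stocks in 100% DMSO. Incubation: 10 min post-reagent at room temperature. Technique: light output (luminescence). Read-out basis: luminescence gain marking luciferase activators.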
TNAP act hiacc: increases human TNAP activity under high phosphate acceptor concentration. AID 1136. activation factor at 20 µM. 200,000 tested, under 10 active. purified TNAP, CDP-star luminescence, 1 M DEA, 30 min; hits give high values; 0 = EDTA background, 1 = DMSO-only activity. P05186;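 active = activation factor at least 2 at 20 µM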
Target sequence (P05186 whole entry, looked up): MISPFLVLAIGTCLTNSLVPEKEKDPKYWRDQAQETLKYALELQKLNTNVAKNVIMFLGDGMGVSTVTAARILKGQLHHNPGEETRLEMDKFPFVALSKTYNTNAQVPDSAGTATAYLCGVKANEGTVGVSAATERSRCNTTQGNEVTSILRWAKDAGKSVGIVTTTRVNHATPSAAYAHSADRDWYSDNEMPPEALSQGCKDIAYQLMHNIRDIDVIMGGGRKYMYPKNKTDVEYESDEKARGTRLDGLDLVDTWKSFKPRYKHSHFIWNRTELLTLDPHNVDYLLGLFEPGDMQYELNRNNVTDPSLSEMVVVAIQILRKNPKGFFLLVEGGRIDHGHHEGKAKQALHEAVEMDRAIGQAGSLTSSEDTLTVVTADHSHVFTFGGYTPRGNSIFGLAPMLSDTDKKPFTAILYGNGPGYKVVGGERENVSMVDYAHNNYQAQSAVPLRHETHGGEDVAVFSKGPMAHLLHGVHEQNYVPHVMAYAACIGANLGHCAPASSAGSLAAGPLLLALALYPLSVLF
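Test system – human TNAP · Doses – 20 µM single point · Incubation – 30 min, room temperature · Signal – luminescent substrate turnover signal · Read-out basis – activation factor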
bIAP inh: intestinal alkaline phosphatase (bovine) inhibition; inhibition, % at 20 µM; 190,000 tested, under 10 active; purified bovine IAP, CDP-star luminescence, 30 min;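 active = over 50% inhibition of intestinal alkaline phosphatase at 20 µM in the single-dose screen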
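Incubation: 30 min reaction at room temperature / Material: purified bovine intestinal alkaline phosphatase (IAP) enzyme / Input: enzyme at 1/65,000,000 dilution / Dosing: 20 µM single dose / Signal: CDP-star luminescence signal / Reagent: CDP-star chemiluminescent phosphatase substrate, 30 µM final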
APP transl inh: APP translation inhibition | SH-SY5Y APP 5'UTR-luciferase reporter, luminescence | inhibition, % at 2 µM | 190,000 compounds, 0.82% hits | AID 1285;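 active = inhibition above a set limit, derived from the sample mean plus 3 SD, cut at about 45% in these data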; also: values of inactives mirror those of a sister screen read the other way
TNAP inh no acc: blocks human TNAP activity with no phosphate acceptor present; P05186; purified TNAP, CDP-star luminescence, 30 min; inhibition, % at 20 µM; 200,000 compounds, 0.26% hits; AID 1012;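 active = tissue-nonspecific alkaline phosphatase inhibition above about 50% at 20 µM in the single-dose screen, limit read from the data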;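 also: 0% = DMSO negative control and 100% = EDTA positive control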
RAM network inh: blocks the yeast RAM network. inhibition, % at 50 µM. 190,000 compounds, 1.8% hits. S. cerevisiae dse1pr::URA3 reporter, 5-FOA growth OD615, 2 d; analog-sensitive cbk1-as2 kinase mutant strain;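 active = inhibition above a set limit, 3 SD over mean compound inhibition, cut at about 8.4% in these data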;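 also: 0% = DMSO-only wells with no growth and 100% = 10 µM 1-NA-PP1 full growth; inhibition rescues growth on 5-FOA so higher OD means more RAM inhibition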
L major viab: reduces viability of Leishmania major promastigotes | resazurin fluorescence viability | inhibition, % at 10 µM | 200,000 compounds, 9% hits | AID 1063; in the data active = inhibition above about 50%;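 also: promastigotes grown with compound for 44 hours at 28 °C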
FLuc inhib CS: inhibits firefly luciferase, flagging false hits in luciferase inhibition screens; inhibition, % at 10 µM; ATPLite firefly luciferase biochemical luminescence, 10 min; P08659; 200,000 compounds, 1.5% hits;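 active = inhibition above about 50% when tested at 10 µM, limit read from the data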
TNAP inh hiacc: inhibitors of human TNAP at high phosphate acceptor concentration; inhibition, % at 20 µM; P05186; purified TNAP, CDP-star luminescence, 1 M DEA; 200,000 compounds, 0.03% hits;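 active = over 50% inhibition of tissue-nonspecific alkaline phosphatase at 20 µM in the single-dose screen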;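 also: plate controls were DMSO wells for no effect and EDTA-quenched wells as full inhibition for full effect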
Active calls of the source: *; · = not tested or not shown.

SMILES	bIAP act	FLuc stim CS	TNAP act hiacc	bIAP inh	APP transl inh	TNAP inh no acc	RAM network inh	L major viab	FLuc inhib CS	TNAP inh hiacc
COc1cccc(C2CC(=O)Nc3c2c(=O)[nH]c2ncnn32)c1 (stereo not given)	1	1.1	1.1	3	-17	-18	-1.0	-5	-9	-6
O=C(NC1CCCCCCC1)C1=COCCO1	1	1.1	1	3	12	1	1.8	-11	-6	-2
O=C(Cn1c(=O)c(=O)n(Cc2ccccc2)c2ccc(Cl)cc21)Nc1ccc(F)cc1F	1	1	1	5	-26	-10	7.5	1	-3	0
CC(C)C(=O)Nc1cccc2nsnc12	0.9	1.1	1.1	8	-3	0	0.5	4	-7	-8
C=CCSc1nccc(-c2cc(Cl)sc2Cl)n1	0.7	1.1	1	26	-1	3	3.2	-7	-7	-2
Cc1ccc(/C=N/Nc2ccnc3cc(Cl)ccc23)c(C)c1	0.9	1	1	9	31	-16	3.5	100*	2	3
CCOC(=O)c1cnn2c(N)c(C#N)cnc12	1.1	1	1	-12	-4	-3	0.5	22	-3	-2
CCCc1cc(=O)[nH]c(SCC(=O)Nc2ccc(Br)cc2Br)n1	1.1	1	1.1	-11	-4	-6	-1.0	-1	-4	-6
Cc1ccc(C2C3CSCC=C3C(C#N)=C(N)C2(C#N)C#N)cc1 (stereo not given)	1	1	1	4	-9	-2	0.7	61*	-5	1
CSCCC(NC(=O)c1cc(C(C)(C)C)oc1C)C(=O)O (stereo not given)	0.9	1.1	1.1	10	-6	-8	1.4	-3	-9	-8
COc1ccc(-c2cc3nnc(-c4ccccc4)nc3s2)cc1	1	0.8	1	-4	-28	-6	1.7	-5	24	-2
COc1ccccc1-c1nnc(SCC(=O)NC2CCS(=O)(=O)C2)n1CCc1ccccc1 (stereo not given)	1.1	1.1	1	-8	·	-5	0.1	2	-8	-1
N/C(=N\N=C\c1ccc2c(c1)OCO2)SC1CC(=O)N(c2ccc(C(=O)O)cc2)C1=O (stereo not given)	1	0.9	1.1	-5	6	-4	8.6*	-3	9	-6
Cn1c(COc2nnc(-c3ccc(Cl)cc3)c3ccccc23)nc2ccccc21	1	1	1	-5	2	-9	-0.7	-2	1	-2
O=C(O)CCC(=O)Nc1ccccc1C(=O)NCCc1ccccc1	0.9	1	1	11	-27	-16	0.9	56*	1	-1
CNC(=S)Nc1ccc(-c2nc3ccc(C)cc3s2)cc1	1.1	0.5	1	-10	-172	-5	4.7	20	49	2
Cc1ccc(-c2n[nH]c(=S)n2-c2ccccc2)cc1	1	0.8	1	2	-29	1	2.4	-7	17	0
COc1ccc(N=c2scc(-c3ccc(OC)cc3)n2CCO)cc1	0.9	1	1	10	-26	-4	1.6	14	-2	2
c1cnc(Sc2ccc3nnnn3n2)nc1	0.9	1	1	5	-4	-5	0.9	1	-2	-4
CCOc1ccccc1NC(=O)COC(=O)CNS(=O)(=O)c1ccc(C)cc1	0.9	1.1	1	7	0	-6	2.3	47	-6	1
COc1ccc(C2Nc3ccccc3C(=O)N2O)cc1OC (stereo not given)	1	1	1	-3	-1	-6	1.1	-2	-2	2
CCN(Cc1ccncc1)C(=S)Nc1ccc(Cl)cc1	1	1.1	1.1	2	-12	-6	1.0	-5	-6	-6
CC1=C(C)[N+](=O)C2(O)CCCCC2(C)N1[O-] (stereo not given)	1	1	1	-2	-4	-12	3.0	-3	-3	-4
Cc1ccc(C(=O)Nc2ccc3c(c2)CCC3)o1	0.8	0.4	1.1	15	-120	-11	-0.3	-1	55*	-6
Cc1ccc(N2C(=O)CC(Nc3ccc(Cl)c(S(=O)(=O)N(C)C)c3)C2=O)c(C)c1 (stereo not given)	1.1	1.1	1	-11	-6	-14	3.9	0	-5	-5

Next part.
SMILES	bIAP act	FLuc stim CS	TNAP act hiacc	bIAP inh	APP transl inh	TNAP inh no acc	RAM network inh	L major viab	FLuc inhib CS	TNAP inh hiacc
COCCCNC(=O)Cn1cnc2sc(C)c(S(=O)(=O)N3CCN(c4ncccn4)CC3)c2c1=O	1.1	1	1	-13	-11	-8	2.7	-3	-3	-1
CCCCNC(=O)CCNS(=O)(=O)c1ccc(Br)cc1	0.9	1	1	15	-6	-1	0.5	-7	-3	0
Cc1cccc(OCCSc2nc3c([nH]2)c(=N)ncn3Cc2ccccc2)c1	1	1	1.1	3	·	4	0.9	4	-4	-6
Cc1cc(C)nc(N(C#N)S(=O)(=O)c2ccccc2Cl)n1	0.9	1.1	1.1	9	-13	-9	0.9	-7	-8	-6
COc1ccccc1NC(=O)CCC(=O)OCc1ccc([N+](=O)[O-])cc1	0.9	1	1	5	-12	-12	4.2	-5	-4	-3
C/C(=C\C=C(C#N)C#N)c1cc(C#N)c(N)o1	1.2	0.9	0.9	-17	-4	-78	0.8	5	10	14
CC1CCc2sc(NC(=O)C3CC(Cl)=CCC3C(=O)O)c(C#N)c2C1 (stereo not given)	0.9	1.1	1.1	13	1	-13	1.4	-7	-6	-7
CC(=O)NC(Cc1c[nH]c2ccccc12)C(=O)Nc1ccc2c(c1)OCO2 (stereo not given)	0.9	1	1.1	12	-26	-12	1.3	-3	-4	-6
CCCCCOC(=O)Cc1c(C)nc(-c2ccccc2)[nH]c1=O	0.9	1	1	12	6	-7	1.6	-6	-5	-4
C/C(=N\NS(=O)(=O)c1ccc(Cl)cc1)c1ccc(O)cc1	0.9	1.1	1	6	-6	1	2.4	-5	-9	-5
O=C(CSc1nc2ccccc2o1)Nc1nc2ccc(Br)cc2s1	0.9	1.1	0.9	9	-4	0	2.5	0	-5	6
Cc1cccc(OCCc2nnc(N)s2)c1C	1	1.1	1.1	5	1	-6	-0.3	2	-7	-10
COc1cccc(/C=N/NC(=O)CSCC(=O)Nc2ccccc2)c1O	1.4	1	1	-38	22	0	0.2	99*	2	2
Cc1ccc(OCCSc2ncnc3sc(C)c(C)c23)cc1C	0.9	1	1	11	7	-6	8.1	-3	-3	0
CC(C(=O)c1ccc(Br)cc1)[n+]1cccc(NC(=O)c2ccccc2)c1 (stereo not given)	1	1.1	1	2	14	-6	0.8	56*	-6	-2
FC(F)c1nnc2ccc(Cl)nn12	1	1.1	1	-1	7	-14	1.8	-13	-5	-4
CCN(C(=O)CN1CCN(S(=O)(=O)c2cc(Cl)ccc2Cl)CC1)c1c(N)n(Cc2ccccc2)c(=O)[nH]c1=O	0.9	1.1	1	5	9	-6	1.6	39	-5	-4
O=C(C(=O)N1CCN(c2cccc(Cl)c2)CC1)N1CCCCC1	1	1	1	-4	-29	-5	-0.9	6	0	-1
Cn1c(=O)[nH]c(=O)c2c1nc(N1CCOCC1)n2CCCSc1ncccn1	1.1	1	1.1	-8	-14	-4	0.9	-1	-2	-7
C=CCNC(=O)c1onc(CSc2ccc(C)c(C)c2)c1C(=O)O	1	1	1	4	-18	-12	-0.1	-12	-4	-2
O=C(Nc1nccs1)c1ccc(S(=O)(=O)NCC2CCCCC2)cc1	0.9	1	1	5	7	-5	5.8	4	-1	0
CCC(C)c1ccccc1OCCCCN1CCCC1 (stereo not given)	0.9	1.1	1.1	9	-1	-11	3.0	99*	-6	-9
COc1ccc(CCn2c(C)cc(C(=O)CSc3nnnn3-c3ccccc3)c2C)cc1OC	0.9	1.1	1	10	-6	-10	3.8	-8	-6	-5
Cc1cc(C)n2nc(C(=O)N/N=C/c3c4ccccc4cc4ccccc34)nc2n1	1	1.1	1	1	-10	-5	4.9	4	-6	2
Cc1cc(Br)cc(C)c1NC(=O)c1ccccc1[N+](=O)[O-]	0.9	1.1	1.1	13	-13	-21	2.6	7	-7	-5

Additional records.
SMILES	bIAP act	FLuc stim CS	TNAP act hiacc	bIAP inh	APP transl inh	TNAP inh no acc	RAM network inh	L major viab	FLuc inhib CS	TNAP inh hiacc
Cc1ccc(-c2noc(CC(c3ccccc3)c3ccccc3)n2)cc1	0.5	1	1	·	18	-5	9.6*	8	2	-4
Cc1ccc(O)c(NC(=S)NC(=O)COc2ccc(Br)cc2)c1	0.9	1	1	11	-6	-15	4.1	-2	-2	-2
CCCN(CCC)C(=S)NC(=O)c1ccc(Cl)cc1Cl	1	1	1	5	1	-8	0.7	1	-4	-2
CN1CCN(C(=O)CSc2nc(-c3ccco3)cc(C(F)(F)F)n2)CC1	1	1	1	0	-27	-1	2.3	13	0	-1
CCOc1cccc(/C(O)=C2/C(=O)C(=O)N(CCN3CCOCC3)C2c2cccnc2)c1 (stereo not given)	0.9	1.1	1	11	-12	-11	0.0	-2	-6	-2
Cc1ccc(NC(=O)Cn2c(=O)oc3cc(S(=O)(=O)N4CCC(C)CC4)ccc32)cc1C	0.9	1.1	1.1	13	8	-19	4.3	-14	-8	-7
O=C(NC12CC3CC(CC(C3)C1)C2)c1ccc(-c2ccc(Br)cc2)o1	0.9	0.8	1	6	-117	-8	3.3	17	17	1
CCOc1ccc(N2C(=O)c3cccnc3C2Nc2ccc(Cl)cc2)cc1 (stereo not given)	1	1.1	1	-1	0	6	2.4	11	-9	-2

An excerpt from above, limited to TNAP inh hiacc, TNAP act hiacc and bIAP inh:
Compound	TNAP inh hiacc	TNAP act hiacc	bIAP inh
CCOc1ccc(N2C(=O)c3cccnc3C2Nc2ccc(Cl)cc2)cc1 (stereo not given)	-2	1	-1
O=C(NC12CC3CC(CC(C3)C1)C2)c1ccc(-c2ccc(Br)cc2)o1	1	1	6

Gathered by group, the compounds so far with an NH in an aromatic ring
SMILES	bIAP act	FLuc stim CS	TNAP act hiacc	bIAP inh	APP transl inh	TNAP inh no acc	RAM network inh	L major viab	FLuc inhib CS	TNAP inh hiacc
COc1cccc(C2CC(=O)Nc3c2c(=O)[nH]c2ncnn32)c1 (stereo not given)	1	1.1	1.1	3	-17	-18	-1.0	-5	-9	-6
CCCc1cc(=O)[nH]c(SCC(=O)Nc2ccc(Br)cc2Br)n1	1.1	1	1.1	-11	-4	-6	-1.0	-1	-4	-6
Cc1ccc(-c2n[nH]c(=S)n2-c2ccccc2)cc1	1	0.8	1	2	-29	1	2.4	-7	17	0
Cc1cccc(OCCSc2nc3c([nH]2)c(=N)ncn3Cc2ccccc2)c1	1	1	1.1	3	·	4	0.9	4	-4	-6
CC(=O)NC(Cc1c[nH]c2ccccc12)C(=O)Nc1ccc2c(c1)OCO2 (stereo not given)	0.9	1	1.1	12	-26	-12	1.3	-3	-4	-6
CCCCCOC(=O)Cc1c(C)nc(-c2ccccc2)[nH]c1=O	0.9	1	1	12	6	-7	1.6	-6	-5	-4
CCN(C(=O)CN1CCN(S(=O)(=O)c2cc(Cl)ccc2Cl)CC1)c1c(N)n(Cc2ccccc2)c(=O)[nH]c1=O	0.9	1.1	1	5	9	-6	1.6	39	-5	-4
Cn1c(=O)[nH]c(=O)c2c1nc(N1CCOCC1)n2CCCSc1ncccn1	1.1	1	1.1	-8	-14	-4	0.9	-1	-2	-7
